PREPL inhibitor – inhibits the human prolyl oligopeptidase-like enzyme. recombinant PREPL, fluorescence polarization activity-based probe. AID 2751. hit rate 0.68% among 320,000. inhibition, % at 5.96 µM; in the data active = inhibition above about 43%;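 also: 0% = enzyme with DMSO and 100% = wells lacking enzyme; many of its hits are not listed in these tables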
ZTA DNA inh – blocks Epstein-Barr virus ZTA, an EBNA-1 counter-screen. hit rate 0.15% among 320,000. P03206. inhibition, % at 11 µM. ZTA-DNA binding, fluorescence polarization; in the data active = inhibition above about 33%
LYPLA1 inh – blocks human lysophospholipase 1, a PME1 counter-screen. O75608. AID 2174. recombinant LYPLA1, FP-Rh probe fluorescence polarization. hit rate 0.16% among 320,000. inhibition, % at 5.9 µM;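 active = inhibition above the mean of all tested compounds plus 3 SD, set per campaign, cut at about 14% in these data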;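 also: inhibitors block serine hydrolase probe labeling of LYPLA1 so polarization falls; 0% = enzyme with DMSO and 100% = wells lacking LYPLA1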
Target sequence (O75608 whole entry, looked up): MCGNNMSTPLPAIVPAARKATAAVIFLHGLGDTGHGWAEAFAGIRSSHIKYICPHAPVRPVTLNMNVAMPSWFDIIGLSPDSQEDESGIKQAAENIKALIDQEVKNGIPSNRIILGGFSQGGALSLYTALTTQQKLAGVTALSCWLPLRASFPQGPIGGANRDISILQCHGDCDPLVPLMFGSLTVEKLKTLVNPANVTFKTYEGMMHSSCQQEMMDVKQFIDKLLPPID
PAD4 inh – inhibitors of human PAD4. hit rate 0.41% among 330,000. AID 485272. inhibition, % at 6.36 µM. recombinant PAD4, RCA probe fluorescence polarization. Q9UM07;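 active = percent inhibition above a cutoff equal to the mean of all tested compounds plus 3 SD, cut at about 15% in these data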;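 also: 0% = PAD4 with RCA probe and DMSO and 100% = probe without PAD4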
EBNA-1 inh – blocks EBNA-1 binding to DNA; EBNA-1 DNA binding, fluorescence polarization; inhibition, % at 14.8 µM; AID 1950; hit rate 0.34% among 300,000; in the data active = inhibition above about 28%
LYPLA2 counter – counter-screen for PME1 inhibitors: inhibitors of human LYPLA2; recombinant LYPLA2, FP-Rh probe fluorescence polarization; inhibition, % at 5.9 µM; hit rate 0.38% among 320,000;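 active = inhibition above the screen-wide mean plus 3 SD, limit set per campaign, cut at about 26% in these data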;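 also: 0% = LYPLA2 with DMSO and 100% = wells lacking LYPLA2 enzyme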
Target sequence (O95372 whole entry, looked up): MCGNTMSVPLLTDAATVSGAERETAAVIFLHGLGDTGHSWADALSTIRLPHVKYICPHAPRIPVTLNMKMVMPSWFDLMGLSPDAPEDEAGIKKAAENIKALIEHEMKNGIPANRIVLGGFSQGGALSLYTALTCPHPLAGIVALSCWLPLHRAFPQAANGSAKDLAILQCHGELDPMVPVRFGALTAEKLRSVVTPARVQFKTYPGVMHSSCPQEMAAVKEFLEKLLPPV
GSTO1 counter – counter-screen for RBBP9 inhibitors: inhibitors of human GSTO1 | P78417 | recombinant GSTO1, activity-based probe fluorescence polarization | inhibition, % at 5.96 µM | hit rate 1.1% among 300,000;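 active = inhibition above the campaign mean inhibition plus 3 SD, cut at about 35% in these data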;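 also: 0% = GSTO1-1 with DMSO and 100% = wells lacking GSTO1-1 enzyme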
Target sequence (P78417 whole entry, looked up): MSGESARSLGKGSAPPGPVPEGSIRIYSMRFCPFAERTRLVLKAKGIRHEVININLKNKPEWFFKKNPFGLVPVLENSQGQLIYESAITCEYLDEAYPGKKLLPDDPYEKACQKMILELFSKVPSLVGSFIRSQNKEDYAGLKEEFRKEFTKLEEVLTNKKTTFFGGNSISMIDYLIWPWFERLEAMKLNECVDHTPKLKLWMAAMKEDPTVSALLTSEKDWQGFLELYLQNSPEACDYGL
PAFAH1B3 FP inh – PAFAH1B3 (human) inhibition. Q15102. recombinant PAFAH1B3, FP-rhodamine probe, fluorescence polarization. inhibition, % at 3.39 µM. hit rate 0.28% among 340,000;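 active = inhibition above the screen-wide average of all tested compounds plus 3 SD, cut at about 25% in these data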;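 also: 0% = enzyme with DMSO only and 100% = wells lacking PAFAH1B3 protein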
Target sequence (Q15102 whole entry, looked up): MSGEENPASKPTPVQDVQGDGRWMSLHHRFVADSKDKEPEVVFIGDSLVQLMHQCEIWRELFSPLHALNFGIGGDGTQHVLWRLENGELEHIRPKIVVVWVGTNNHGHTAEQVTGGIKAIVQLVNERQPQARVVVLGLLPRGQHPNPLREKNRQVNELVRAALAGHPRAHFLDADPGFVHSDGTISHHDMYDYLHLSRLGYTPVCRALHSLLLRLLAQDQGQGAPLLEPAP
PAFAH2 FP inh – inhibitors of human PAFAH2; inhibition, % at 3.39 µM; hit rate 0.99% among 340,000; recombinant PAFAH2, FP-rhodamine activity probe, fluorescence polarization; Q99487;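 active = inhibition above the mean over all tested compounds plus 3 SD, cut at about 30% in these data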;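 also: inhibitors block probe labeling of enzyme so polarization drops; 0% = enzyme with DMSO and 100% = wells lacking PAFAH2 protein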
* hit, by the source's call; x = no result given. The list is partial, so the mix of outcomes need not match the whole.

SMILES | PREPL inhibitor | ZTA DNA inh | LYPLA1 inh | PAD4 inh | EBNA-1 inh | LYPLA2 counter | GSTO1 counter | PAFAH1B3 FP inh | PAFAH2 FP inh
Cc1c(C(=O)NCCN2CCOCC2)sc2nc(-c3ccc(F)cc3)cn12 | 3 | -2 | -6 | 1 | -3 | -1 | -1 | 2 | 2
COc1ccc(C(=O)Nc2ccc3c(c2)n(C)c(=O)n3C)cc1OC | 0 | 2 | 4 | -2 | 7 | 2 | 6 | 1 | 2
Cc1ccccc1NC(=S)NCCc1ccc(S(N)(=O)=O)cc1 | 8 | -14 | 0 | -5 | 10 | 6 | 9 | -7 | 6
Fc1ccc(NC(=S)NC2CCN(Cc3ccccc3)CC2)cc1 | -3 | 13 | -4 | -3 | -2 | 5 | 4 | 10 | 2
CCCCOc1ccc(C(=O)NCC(=O)NCCOc2ccc(C)cc2)cc1 | -26 | 14 | -1 | 2 | x | 2 | x | -3 | -4
CC1CCc2c(sc(/N=C/c3ccco3)c2C(N)=O)C1 (stereo not drawn) | 4 | 2 | -3 | -3 | 7 | -4 | -11 | 5 | 8
Cc1cc(C)cc(N2C(=O)CC(Sc3ccccc3C(=O)O)C2=O)c1 (stereo not drawn) | 14 | -10 | 3 | 5 | 9 | 8 | 6 | 6 | 5
Cc1cc(C(=O)NCCC(c2ccccc2)c2ccccc2)c(C)o1 | 1 | 3 | -1 | 0 | -4 | -5 | 4 | -2 | -2
CCCC(=O)N=C1SC2CS(=O)(=O)CC2N1c1ccc(C(C)=O)cc1 (stereo not drawn) | 0 | 12 | 1 | 0 | -2 | 0 | -1 | 10 | 1
CN(CCn1ccnc1)C(=O)CC1C(=O)NCCN1Cc1ccccc1C(F)(F)F (stereo not drawn) | 5 | -7 | 1 | -1 | -2 | -1 | 12 | 0 | 3
CC(=O)N1N=C(c2ccccc2)CC1c1ccc(F)cc1 (stereo not drawn) | -7 | -5 | 3 | 0 | -2 | 9 | 2 | 3 | 3
COc1ccc(C(=O)Nn2cnnc2)cc1 | -7 | 3 | 0 | -1 | 6 | -2 | -3 | 6 | -7
Cc1cc(C)cc(N2CC(O)=C(c3nc4ccccc4c(=O)[nH]3)C2=N)c1 | 2 | 2 | -14 | -4 | 0 | -44 | 4 | -50 | -36
COc1ccc(CCNS(=O)(=O)c2ccc(-n3cnnn3)cc2)cc1OC | -6 | -1 | 0 | -5 | 7 | -1 | 2 | 8 | 20
CC(=O)c1cc2c(cc1NC(=O)c1cnc(C)cn1)OCO2 | -2 | -3 | -5 | -6 | 4 | 0 | 1 | 4 | 2
O=c1[nH]c(NCCO)c(N=Cc2ccccc2)c(=O)[nH]1 | 11 | -4 | 1 | 2 | -7 | 2 | 8 | 10 | -4
O=C(NCc1csc(-c2ccccc2)n1)c1cc(F)cc2c1OCOC2 | -17 | 16 | -1 | -1 | 8 | 0 | 6 | 6 | -1
O=C(NCc1ccncc1)C(=O)NCC(c1ccco1)N1CCN(c2ccc(F)cc2)CC1 (stereo not drawn) | 0 | 4 | 7 | 2 | 3 | 19 | 2 | -2 | 2
COc1ccc(C=Nc2cccc3c(=O)[nH][nH]c(=O)c23)c2ccccc12 | 7 | 0 | 0 | -3 | -9 | 5 | 6 | -6 | 13
COCCOC(=O)C1=C(C)NC(=O)NC1c1ccc(Cl)cc1 (stereo not drawn) | -3 | 6 | 2 | 1 | 2 | 3 | 1 | 4 | -4
COc1ccccc1Nc1ncnc2nc[nH]c12 | 2 | -20 | 0 | -3 | 7 | -1 | 3 | 4 | 0
O=C1c2ccccc2-c2nccnc21 | 7 | 4 | 1 | -2 | 3 | -2 | 4 | 11 | -6
CCN(CC(=O)Nc1ccc(NC(C)=O)cc1)C(=O)Cc1c(Cl)cccc1Cl | -6 | -1 | 0 | 1 | -6 | 3 | 0 | 12 | 2
COc1ccc(NC(=O)NC2CCCc3ccccc32)c(OC)c1 (stereo not drawn) | 3 | -5 | -3 | 5 | 3 | 14 | 1 | 1 | 0
O=S(=O)(/N=C(/c1ccccc1)N1CCOCC1)c1ccc(F)cc1F | 13 | x | x | 0 | x | x | x | -5 | -1
O=c1[nH]cc(N2CCCCCC2)c(=O)[nH]1 | 1 | 0 | -1 | 0 | 4 | -2 | 14 | 8 | -3
Cc1cc2oc(C(=O)Nc3c(C)n(C)n(-c4ccccc4)c3=O)c(C)c2cc1Cl | 14 | -7 | -2 | -6 | 7 | -3 | 0 | 7 | 2
COc1ccc(Nc2ccc(C(N)=O)cc2[N+](=O)[O-])cc1 | 23 | -9 | 5 | -2 | 5 | 18 | -3 | 7 | -10
COC(=O)NNC(=O)C1CCC(C(=O)NNC(=O)OC)CC1 (stereo not drawn) | 18 | 1 | -4 | 0 | 0 | 0 | 4 | -6 | -6
CCCOc1ccc(C2NC(=S)NC(c3ccccc3)=C2C(=O)Nc2ccc(C)cc2)cc1OC (stereo not drawn) | 0 | -7 | -4 | -4 | -4 | -1 | 0 | 11 | 5
CN(Cc1ccccc1)c1nc(N)c([N+](=O)[O-])c(NCc2ccccc2)n1 | -11 | 21 | -7 | -1 | 14 | -7 | -2 | -5 | -11
CCSc1cc(N2CCCC2)nc(-c2ccc(C)cc2)n1 | 1 | 13 | -4 | -2 | 4 | -1 | 4 | 8 | -8
Cc1ccc(NC2=NC(c3ccc(F)cc3)n3c(nc(C)cc3=O)N2)cc1 (stereo not drawn) | -3 | -2 | -4 | -1 | 0 | 0 | -2 | 8 | 0
Cc1nn(CC(=O)Nc2nc3ccccc3s2)c(C)c1[N+](=O)[O-] | 10 | -11 | 0 | 2 | 5 | -7 | 11 | -1 | 10
COc1cc(C2NC(=O)NC(C)=C2C(=O)Nc2cccc(C)c2C)cc(OC)c1OC (stereo not drawn) | 13 | 1 | 0 | 1 | -2 | -4 | -2 | 10 | 0
O=C(CN1C(=O)NC2(CCCC2)C1=O)Nc1ccc(F)c([N+](=O)[O-])c1 | 12 | -3 | -7 | -4 | -19 | -3 | 11 | -2 | 1
COc1ccc(N2CCN(CC(O)COc3cc(C)cc(C)c3)CC2)cc1 (stereo not drawn) | -2 | -17 | 3 | -3 | -17 | -5 | -3 | 2 | 6
O=C(CN1C(=O)NC2(CCCCCC2)C1=O)NCc1ccco1 | 4 | -5 | 3 | -11 | -13 | -1 | -11 | 11 | -5
CCOC(=O)c1c(C)[nH]c(C)c1C(=O)CSc1nc2ccccc2c(=O)n1-c1ccc(F)cc1 | -9 | 0 | -7 | -5 | -8 | -13 | 2 | 8 | 10
COc1cc(NC(=O)CN2CCN(c3ccccc3F)CC2)cc(OC)c1 | 20 | 0 | -2 | -2 | -2 | -2 | 8 | 5 | 5

Some of the entries so far, as comma-separated lines:
molecule,PREPL inhibitor,ZTA DNA inh,LYPLA1 inh,PAD4 inh,EBNA-1 inh,LYPLA2 counter,GSTO1 counter,PAFAH1B3 FP inh,PAFAH2 FP inh
COc1ccccc1Nc1ncnc2nc[nH]c12,2,-20,0,-3,7,-1,3,4,0
O=C1c2ccccc2-c2nccnc21,7,4,1,-2,3,-2,4,11,-6
CCN(CC(=O)Nc1ccc(NC(C)=O)cc1)C(=O)Cc1c(Cl)cccc1Cl,-6,-1,0,1,-6,3,0,12,2
COc1ccc(NC(=O)NC2CCCc3ccccc32)c(OC)c1 (stereo not drawn),3,-5,-3,5,3,14,1,1,0
O=S(=O)(/N=C(/c1ccccc1)N1CCOCC1)c1ccc(F)cc1F,13,x,x,0,x,x,x,-5,-1
O=c1[nH]cc(N2CCCCCC2)c(=O)[nH]1,1,0,-1,0,4,-2,14,8,-3
Cc1cc2oc(C(=O)Nc3c(C)n(C)n(-c4ccccc4)c3=O)c(C)c2cc1Cl,14,-7,-2,-6,7,-3,0,7,2
COc1ccc(Nc2ccc(C(N)=O)cc2[N+](=O)[O-])cc1,23,-9,5,-2,5,18,-3,7,-10
COC(=O)NNC(=O)C1CCC(C(=O)NNC(=O)OC)CC1 (stereo not drawn),18,1,-4,0,0,0,4,-6,-6
CCCOc1ccc(C2NC(=S)NC(c3ccccc3)=C2C(=O)Nc2ccc(C)cc2)cc1OC (stereo not drawn),0,-7,-4,-4,-4,-1,0,11,5
CN(Cc1ccccc1)c1nc(N)c([N+](=O)[O-])c(NCc2ccccc2)n1,-11,21,-7,-1,14,-7,-2,-5,-11

Next part
SMILES | PREPL inhibitor | ZTA DNA inh | LYPLA1 inh | PAD4 inh | EBNA-1 inh | LYPLA2 counter | GSTO1 counter | PAFAH1B3 FP inh | PAFAH2 FP inh
C[C@H](CO)N1C[C@H](C)[C@@H](CN(C)C(=O)Nc2ccccc2)Oc2c(NC(=O)Nc3ccccc3)cccc2C1=O | 11 | x | x | 4 | x | x | x | 8 | -1
CC(=O)N[C@@H](Cc1c[nH]c2ccccc12)C(=O)OCC(=O)NCc1ccc2c(c1)OCO2 | 4 | 5 | -3 | 2 | 4 | -2 | 2 | 2 | -2
Cc1ccc(C)c(S(=O)(=O)N2CCCOC2CNC(=O)C(=O)NCc2ccncc2)c1 (stereo not drawn) | -9 | -6 | 3 | 5 | 4 | -3 | -1 | 2 | 0
CCOc1ccc2nc(SCC(=O)N3CCN(C(=O)c4ccco4)CC3)sc2c1 | -21 | 14 | -1 | -3 | -3 | -1 | -2 | -6 | -10
CCCc1nnc(NC(=O)CSc2nnc(-c3ccco3)n2C)s1 | 0 | 10 | 0 | 0 | -12 | 1 | 6 | 2 | 3
COCCCn1c(C)nnc1-c1cnn(-c2ccccc2)c1N | 4 | -12 | 2 | -4 | -3 | 1 | 19 | 10 | -5
O=C(CNS(=O)(=O)c1ccccc1)Nc1ccccc1Br | -2 | 20 | 2 | 1 | 8 | 4 | -2 | 10 | -5
CCc1cccc(C)c1NC(=O)C1CC=CCC1C(=O)O (stereo not drawn) | 0 | 5 | 2 | -5 | 9 | 5 | -2 | -3 | -7
Cc1ccc(O/C=C2\OC(=O)c3ccccc32)cc1 | -2 | -5 | 0 | -4 | 9 | -7 | -5 | 4 | 2
Cc1ccc(C)c(SCC(=O)OCC(=O)Nc2ncc(C(F)(F)F)cc2Cl)c1 | 5 | 1 | 2 | -3 | -1 | -3 | 3 | -5 | 6
O=c1oc2cc(O)ccc2cc1S(=O)(=O)c1ccccc1 | 12 | -8 | -1 | -3 | 3 | 6 | 4 | 2 | -1
COc1ccccc1-c1cc(C(F)(F)F)nc(S(=O)(=O)CCCC(=O)N2CCCCC2C)n1 (stereo not drawn) | 9 | 14 | -6 | 2 | 1 | -9 | -20 | -1 | -1
Cc1cscn1 | 2 | 1 | 2 | -4 | x | 4 | x | 0 | 5
COc1ccc(S(=O)(=O)N2CCN(C(=O)COc3ccc(C)c(C)c3)CC2)cc1OC | 3 | 8 | 0 | -2 | -2 | 2 | 3 | 5 | -2
Cc1nn(C)cc1S(=O)(=O)N1CCN(c2cccc(Cl)c2)CC1 | -18 | -6 | 2 | -3 | 12 | 1 | -1 | 5 | -1

Screens from PubChem.
